aSyn yeast rescue = qHTS of alpha-syn Inhibitors: NCGC Sytravon Library Screen. Potency, µM (doses to about 46.1 µM), inactives show at the highest dose growth rescue (activation), most hits filed as activators. S. cerevisiae alpha-synuclein toxicity rescue, BacTiter-Glo growth, 24 h. AID 1347070, 2019. 94,000 tested, 0.02% active; active means well fitted activation curve with a large enough effect; inconclusive means small, poorly fitted or top-dose-only effect; further: 0% is about no effect
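Growth restoration measured by BacTiter-Glo luminescence after 24 hr at 30 deg C; alpha-synuclein yeast, raffinose-pregrown to mid-log, were added at OD600=0.02 in galactose medium onto pinned compounds.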
Active calls of the source: *; [ ] = another dose, or the depositor's remark. Potency means the concentration at half of the fitted maximal effect. An excerpt; the hit share may differ from the screen's.

For CCCCN(Cc1nc2ccccc2c(=O)[nH]1)C(=O)c1nn(C)c(=O)c2ccccc12 the results were aSyn yeast rescue -7%.
For Cc1ccc(-n2ncc3c(NCc4ccccc4)ncnc32)cc1Cl the results were aSyn yeast rescue -2%.
COc1ccccc1NC(=O)C1=C(C)NC(SCC(=O)Nc2ccc(C(=O)O)cc2)=C(C#N)C1c1cccs1 (configuration not stated) was read as aSyn yeast rescue 8%.
Screening Cc1cc(NC(=O)CCC(=O)N(CC(=O)NC2CCCC2)c2ccc(Cl)c(Cl)c2)no1 returned aSyn yeast rescue 3%.
Screening CC1CCC(NC(=O)CC(NC(N)=O)c2ccccc2Cl)CC1 (configuration not stated) returned aSyn yeast rescue 5%.
Screening Cc1oc(-c2ccc(C(=O)Nc3ccc(F)cc3F)cc2)nc1COc1ccccc1 returned aSyn yeast rescue 7%.
Screening N#C/C(=C\c1ccc[nH]1)C(=O)N1CCCCC1 returned aSyn yeast rescue -2%.
`CNC(=O)c1ccc2cc(OC)c(OC)cc2c1` gave aSyn yeast rescue 0%.
COc1ccc(C(CNC(=O)c2ccc(OCc3csc(C)n3)cc2)N2CCCC2)cc1 (configuration not stated) was read as aSyn yeast rescue 10%.
Screening COc1cccc(/C=C2/SC(=S)N(CC(=O)NNC(=O)c3ccccc3O)C2=O)c1 returned aSyn yeast rescue -16%.
For Cc1ccsc1CN(C(=O)COc1cccc(C)c1C)C1CCS(=O)(=O)C1 (configuration not stated) the results were aSyn yeast rescue 2%.
Screening O=C(NN1CCN(Cc2ccccc2Cl)CC1)c1ccc(Br)cc1 returned aSyn yeast rescue 4%.
Screening Cc1ccccc1NC(=O)Cn1nc(-c2ccccc2)nc(Cc2ccccc2)c1=O returned aSyn yeast rescue 0%.
For CCN(CC)CCNC(=O)c1ccc2c(=O)n3nc(Nc4cccc(Cl)c4C)sc3nc2c1 the results were aSyn yeast rescue 2%.
Screening C[C@H]1CCCCO[C@H](CN(C)C(=O)Nc2ccc(F)cc2)[C@@H](C)CN([C@@H](C)CO)C(=O)c2cc(NC(=O)Nc3ccc4c(c3)OCO4)ccc2O1 returned aSyn yeast rescue 8%.
For COc1ccc(N2C(=O)CCSC23C(=O)N(Cc2ccc(F)cc2)c2ccccc23)cc1 (configuration not stated) the results were aSyn yeast rescue inconclusive.
Screening CCOc1ccc(CN(C)CC(=O)Nc2cc(C)c(C)cc2[N+](=O)[O-])cc1 returned aSyn yeast rescue -3%.
`O=S(=O)(c1cccnc1)N1CCn2cccc2C1c1ccccc1F` (configuration not stated) gave aSyn yeast rescue -13%.
Screening COc1ccc(OC)c(CNC(=O)c2c(C)oc3ncn(CC(C)C)c(=O)c23)c1 returned aSyn yeast rescue 0%.
`Cc1cccc(NC(=O)CSCC(=O)Nc2ccccc2C(=O)N2CCCCC2)c1` gave aSyn yeast rescue 1%.
`COc1cc2ccccc2cc1C(=O)Nc1ccc2oc(-c3cccc(Cl)c3Cl)nc2c1` gave aSyn yeast rescue -8%.
Screening CC(=O)N1c2ccc(S(=O)(=O)Nc3ccc(C)c(Cl)c3)cc2CC1C (configuration not stated) returned aSyn yeast rescue 9%.
For CS(=O)(=O)N1CCN(c2ccccc2NC(=O)c2ccc([N+](=O)[O-])o2)CC1 the results were aSyn yeast rescue -27%.
Cc1c(CNC2CCCCC2)c(C(=O)O)c(C)n1Cc1ccc(Cl)cc1 was read as aSyn yeast rescue -7%.
`Cc1cc(C)cc(N(CC(=O)Nc2ccc(C)cc2Cl)S(=O)(=O)c2c(C)[nH]c(=O)[nH]c2=O)c1` gave aSyn yeast rescue 8%.
For CCC1Oc2ccccc2N(CC(=O)NCC2CCCO2)C1=O (configuration not stated) the results were aSyn yeast rescue 5%.
For COc1ccc(Br)c(C(=O)Nc2cc3c(cc2N2CCOCC2)n(C)c(=O)n3C)c1 the results were aSyn yeast rescue -3%.
CSc1cccc(NC(=O)CCS(=O)(=O)c2cccc3nonc23)c1 was read as aSyn yeast rescue 6%.
CCc1ccc(NC(=O)C(C)OC(=O)c2ccc(-n3cnnn3)cc2)cc1 (configuration not stated) was read as aSyn yeast rescue 6%.
`COc1ccc(NC(=O)CN(c2ccc(C)cc2)S(=O)(=O)c2cccc3nonc23)cc1OC` gave aSyn yeast rescue 2%.
Screening CC1CC(C)CN(CCCNC(=O)c2c(O)nc3ccccn3c2=O)C1 (configuration not stated) returned aSyn yeast rescue -2%.
For CCN1CCN(C(=O)C2=CC(c3ccc(C)cc3)=NS(=O)(=O)N2C)CC1 the results were aSyn yeast rescue -2%.
`Cc1cc(=O)[nH]c2nnc(SCc3c(F)cccc3Cl)n12` gave aSyn yeast rescue -7%.
`Cc1onc(-c2ccccc2)c1C(=O)NC(C)c1ccccc1` (configuration not stated) gave aSyn yeast rescue -6%.
O=C(COc1ccccc1Cl)NCCNC(=O)c1ccncc1 was read as aSyn yeast rescue -12%.
COc1ccc(CNC(=O)C(C)n2nc(C)c3c(C)n(-c4ccccc4)nc3c2=O)c(OC)c1 (configuration not stated) was read as aSyn yeast rescue 6%.
For CCOc1ccc(-n2ccnc2SCC(=O)Nc2ccc(OC)cc2OC)cc1 the results were aSyn yeast rescue -5%.
For CC(=O)c1ccc(NC(=O)/C(=C\c2ccccc2)NC(=O)c2ccco2)cc1 the results were aSyn yeast rescue 1%.
For Cc1cc(Cl)c(OCCCN2CCCCC2)c(Br)c1 the results were aSyn yeast rescue 3%.
CCc1ccc(Oc2c(C(F)(F)F)oc3c(CN4CCN(CC)CC4)c(O)ccc3c2=O)cc1 was read as aSyn yeast rescue -11%.

14 neighbouring records from above, for reference:
For CCCCN(Cc1nc2ccccc2c(=O)[nH]1)C(=O)c1nn(C)c(=O)c2ccccc12 the results were aSyn yeast rescue -7%.
For Cc1ccc(-n2ncc3c(NCc4ccccc4)ncnc32)cc1Cl the results were aSyn yeast rescue -2%.
COc1ccccc1NC(=O)C1=C(C)NC(SCC(=O)Nc2ccc(C(=O)O)cc2)=C(C#N)C1c1cccs1 (configuration not stated) was read as aSyn yeast rescue 8%.
Screening Cc1cc(NC(=O)CCC(=O)N(CC(=O)NC2CCCC2)c2ccc(Cl)c(Cl)c2)no1 returned aSyn yeast rescue 3%.
Screening CC1CCC(NC(=O)CC(NC(N)=O)c2ccccc2Cl)CC1 (configuration not stated) returned aSyn yeast rescue 5%.
Screening Cc1oc(-c2ccc(C(=O)Nc3ccc(F)cc3F)cc2)nc1COc1ccccc1 returned aSyn yeast rescue 7%.
Screening N#C/C(=C\c1ccc[nH]1)C(=O)N1CCCCC1 returned aSyn yeast rescue -2%.
`CNC(=O)c1ccc2cc(OC)c(OC)cc2c1` gave aSyn yeast rescue 0%.
COc1ccc(C(CNC(=O)c2ccc(OCc3csc(C)n3)cc2)N2CCCC2)cc1 (configuration not stated) was read as aSyn yeast rescue 10%.
Screening COc1cccc(/C=C2/SC(=S)N(CC(=O)NNC(=O)c3ccccc3O)C2=O)c1 returned aSyn yeast rescue -16%.
For Cc1ccsc1CN(C(=O)COc1cccc(C)c1C)C1CCS(=O)(=O)C1 (configuration not stated) the results were aSyn yeast rescue 2%.
Screening O=C(NN1CCN(Cc2ccccc2Cl)CC1)c1ccc(Br)cc1 returned aSyn yeast rescue 4%.
Screening Cc1ccccc1NC(=O)Cn1nc(-c2ccccc2)nc(Cc2ccccc2)c1=O returned aSyn yeast rescue 0%.
For CCN(CC)CCNC(=O)c1ccc2c(=O)n3nc(Nc4cccc(Cl)c4C)sc3nc2c1 the results were aSyn yeast rescue 2%.

Going on with the list:
O=C(CN1CCN(Cc2ccccc2)CC1)Nc1ccc(-n2cnnn2)cc1 was read as aSyn yeast rescue 7%.
For COc1ccc(CCNC(=O)COC(=O)Cc2cccc(F)c2)cc1 the results were aSyn yeast rescue -7%.
O=C(Nc1ccccc1C(F)(F)F)C1CCN(S(=O)(=O)c2ccccc2)CC1 was read as aSyn yeast rescue 6%.
`O=C(COc1ccccc1)OCc1cc(=O)n2nc(-c3cccs3)sc2n1` gave aSyn yeast rescue -8%.
`COc1ccc(CCn2c(-c3ccc(C(C)(C)C)cc3)n[nH]c2=S)cc1OC` gave aSyn yeast rescue 1%.
`C[C@H](CO)N1C[C@H](C)[C@H](CN(C)S(=O)(=O)c2ccc(Cl)cc2)OCc2cnnn2CCCC1=O` gave aSyn yeast rescue -11%.
For CCn1c(C)c(C)c2cc(C(=O)NCc3ccc(F)cc3)ccc21 the results were aSyn yeast rescue inconclusive.
Screening Cc1ccc(C)c(NS(=O)(=O)c2ccc3c4c(cccc24)C(=O)N3)c1 returned aSyn yeast rescue -12%.
`Cc1oc2ccc(O)c(CN3CCCCCC3)c2c1C(=O)Nc1cccc(C(F)(F)F)c1` gave aSyn yeast rescue -11%.
For CCOC(=O)c1cc2cc([N+](=O)[O-])ccc2oc1=O the results were aSyn yeast rescue 15%.
CCN1C(=O)CS/C1=N\S(=O)(=O)c1ccccc1 was read as aSyn yeast rescue 1%.
Screening CN(C)/C=N/NC(=O)c1ccc(Cl)cc1 returned aSyn yeast rescue -5%.
Screening O=S(=O)(Cc1cc(NCc2ccccc2)nc(-c2ccccn2)n1)c1ccccc1 returned aSyn yeast rescue -1%.
`CC(C)(C)NC(=O)NC(=O)COC(=O)CCC1CCCC1` gave aSyn yeast rescue 18%.
COc1ccc(NC(=O)C(Cc2ccccc2)NS(=O)(=O)c2ccc3c(c2)CCC(=O)N3)c(OC)c1 (configuration not stated) was read as aSyn yeast rescue -4%.
Screening COCC(=O)Oc1c(Sc2ccc(C)cc2)c(C)nn1C(C)(C)C returned aSyn yeast rescue -16%.
COc1ccc(NC(=O)CSc2nc(-c3ccco3)cc(C(F)(F)F)n2)cc1 was read as aSyn yeast rescue 0%.
Screening CC(=O)OCC(=O)c1c[nH]c2ccccc12 returned aSyn yeast rescue 8%.
Cn1c(SCC(=O)N2CCCc3ccccc32)ncc(C(=O)Nc2ccccc2)c1=O was read as aSyn yeast rescue -1%.
COc1ccc(-c2nsc(NC(=O)c3ccccc3Br)n2)cc1 was read as aSyn yeast rescue -30%[inhibitor].
For CC(C)CCC(C(=O)O)C(C)CC(=O)NNC(=O)c1ccco1 (configuration not stated) the results were aSyn yeast rescue 5%.
COc1ccc(C(=O)CN2C(=O)N(c3cc(C)cc(C)c3)S(=O)(=O)c3ccccc32)cc1 was read as aSyn yeast rescue 1%.
`CC(C)(C)NC(=O)NC(=O)CN1C(=O)NC(c2ccccc2)(c2ccccc2)C1=O` gave aSyn yeast rescue 12%.
Cc1ccc(OCC(=O)OC2=C(C(=O)c3ccccc3)N(C)S(=O)(=O)c3ccccc32)cc1 was read as aSyn yeast rescue inconclusive.
`Cc1nnc(N2CCN(c3cccc(Cl)c3)CC2)c2c1nnn2Cc1ccc(F)cc1` gave aSyn yeast rescue 5%.
`Cc1ccc(C)c(Nc2cc(C(=O)NC3CCCC3)c3ccccc3n2)c1` gave aSyn yeast rescue -12%.
Screening O=C(NCCc1ccccc1)C(=O)NCC1OCCN1S(=O)(=O)c1ccc(Cl)cc1 (configuration not stated) returned aSyn yeast rescue -5%.
For Cc1ccc(-c2ccc(CN3C(C(C)C)C(=O)N(Cc4cn(CCC5OCCCO5)nn4)CCS3(=O)=O)cc2)cc1 (configuration not stated) the results were aSyn yeast rescue inconclusive.
Cc1ccc(-n2c(/C=C/c3c(C)n(C)c4ccccc34)nc3ccccc3c2=O)cc1 was read as aSyn yeast rescue -2%.
CCCCN(CC)C(=O)Cn1cnc2sc(C)c(S(=O)(=O)N3CCC(C)CC3)c2c1=O was read as aSyn yeast rescue 5%.
For CCCCn1c(N)c(N(CC(C)C)C(=O)c2ccc(Br)o2)c(=O)[nH]c1=O the results were aSyn yeast rescue -43%[inhibitor].
Screening Cc1nnc(NCc2ccc(F)cc2)c2c1nnn2Cc1ccccc1Cl returned aSyn yeast rescue -2%.
COc1ccc(-c2csc3nc(C(C)C)oc(=O)c23)cc1OC was read as aSyn yeast rescue 2%.
`COC(=O)c1ccccc1NC(=O)CSc1nc2sc3c(c2c(=O)[nH]1)CCCC3` gave aSyn yeast rescue -50%[inhibitor].
CCc1nn(CC(=O)NC(C)c2ccccc2)c(=O)c2cc3sccc3n12 (configuration not stated) was read as aSyn yeast rescue -9%.
Screening Cc1ccc(S(=O)(=O)C(CNS(=O)(=O)c2cc(F)ccc2F)c2cccs2)cc1 (configuration not stated) returned aSyn yeast rescue -13%.
For CCOC(=O)c1ccc(NC(=O)C2CCN(S(=O)(=O)c3ccccc3)CC2)cc1 the results were aSyn yeast rescue -7%.
`CCOC(=O)c1cnc2c(ccc3ccccc32)c1Nc1ccccc1OCC` gave aSyn yeast rescue -6%.
Screening CCCNC(=O)c1ccc(-n2c(-c3ccccc3)cc3c2CCC(C)C3)cc1 (configuration not stated) returned aSyn yeast rescue 5%.
CC(=O)N1c2ccc(S(=O)(=O)NCCC(=O)Nc3ccc(Cl)cc3)cc2CC1C (configuration not stated) was read as aSyn yeast rescue 8%.
For Cc1ccc(S(=O)(=O)c2nc(-c3cccs3)oc2SC(C)c2ccccc2)cc1 (configuration not stated) the results were aSyn yeast rescue -7%.
Cc1ccc2c(c1)CO[C@@]21O[C@H](CCO)C[C@H](O)[C@H]1O was read as aSyn yeast rescue 1%.
`Cc1ccc(-c2nc3sc(CCNC(=O)c4ccc(C)c(C)c4)c(C)n3n2)cc1` gave aSyn yeast rescue -2%.
CC1CCCN(c2ccc(C(=O)NCc3ccco3)cc2[N+](=O)[O-])C1 (configuration not stated) was read as aSyn yeast rescue 12%.
`COc1ccccc1NC(=O)C1=C(C)Nc2ncnn2C1c1ccccc1C(=O)O` (configuration not stated) gave aSyn yeast rescue -9%.
CCC1CCC(C(=O)NNC(=O)c2cc(-c3ccco3)[nH]n2)CC1 (configuration not stated) was read as aSyn yeast rescue -15%.
For Cc1ccc2oc(C(=O)Nc3nc(-c4ccc(F)cc4)ns3)c(C)c2c1 the results were aSyn yeast rescue -11%.
`Nc1nc(C(F)(F)F)c(Br)c(=O)n1N` gave aSyn yeast rescue 2%.
Screening Cc1cccc(NC(=O)CSc2nnc3scc(-c4ccccc4)n23)c1 returned aSyn yeast rescue 11%.
Screening Cc1cnc(C(=O)Oc2cccc(Cl)c2Cl)cn1 returned aSyn yeast rescue 5%.
